IMP-1 inhibitor: blocks Pseudomonas aeruginosa IMP-1 metallo-beta-lactamase; AID 1556; 0.45% of 290,000 active; purified IMP-1, nitrocefin hydrolysis, epi-absorbance fluorescence; inhibition, % at 5.6 µM;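 active = inhibition above the mean plus 3 SD of all compounds in the same screening run, cut at about 4.5% in these data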;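 also: 0% = IMP-1 with DMSO and 100% = DMSO wells lacking enzyme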
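Assay system: purified recombinant IMP-1 beta-lactamase. Input: IMP-1 0.2 nM before substrate addition. Buffer or medium: Zinc- and detergent-supplemented HEPES buffer, pH 7.1. Schedule: 25 °C, 15 min preincubation, 25 min reaction. Signal: Epi-absorbance fluorescence, 480 nm excitation, 530 nm emission. Evaluation: percent inhibition from optical density relative to buffer-blank wells.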
IDE inh: cellular human IDE inhibition; HEK cells, FAbetaB cleavage, fluorescence polarization; inhibition, % at 5.59 µM; 0.41% of 320,000 active;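 active = percent inhibition above the average of all tested compounds plus 3 SD, set per screening campaign, cut at about 16% in these data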;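 also: IDE supplied by intact live HEK cells; FP after avidin binding of uncleaved biotin substrate so inhibition keeps polarization high; 0% = DMSO wells and 100% = 60 µM reference IDE inhibitor Ii1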
Target sequence (P14735 whole entry, looked up): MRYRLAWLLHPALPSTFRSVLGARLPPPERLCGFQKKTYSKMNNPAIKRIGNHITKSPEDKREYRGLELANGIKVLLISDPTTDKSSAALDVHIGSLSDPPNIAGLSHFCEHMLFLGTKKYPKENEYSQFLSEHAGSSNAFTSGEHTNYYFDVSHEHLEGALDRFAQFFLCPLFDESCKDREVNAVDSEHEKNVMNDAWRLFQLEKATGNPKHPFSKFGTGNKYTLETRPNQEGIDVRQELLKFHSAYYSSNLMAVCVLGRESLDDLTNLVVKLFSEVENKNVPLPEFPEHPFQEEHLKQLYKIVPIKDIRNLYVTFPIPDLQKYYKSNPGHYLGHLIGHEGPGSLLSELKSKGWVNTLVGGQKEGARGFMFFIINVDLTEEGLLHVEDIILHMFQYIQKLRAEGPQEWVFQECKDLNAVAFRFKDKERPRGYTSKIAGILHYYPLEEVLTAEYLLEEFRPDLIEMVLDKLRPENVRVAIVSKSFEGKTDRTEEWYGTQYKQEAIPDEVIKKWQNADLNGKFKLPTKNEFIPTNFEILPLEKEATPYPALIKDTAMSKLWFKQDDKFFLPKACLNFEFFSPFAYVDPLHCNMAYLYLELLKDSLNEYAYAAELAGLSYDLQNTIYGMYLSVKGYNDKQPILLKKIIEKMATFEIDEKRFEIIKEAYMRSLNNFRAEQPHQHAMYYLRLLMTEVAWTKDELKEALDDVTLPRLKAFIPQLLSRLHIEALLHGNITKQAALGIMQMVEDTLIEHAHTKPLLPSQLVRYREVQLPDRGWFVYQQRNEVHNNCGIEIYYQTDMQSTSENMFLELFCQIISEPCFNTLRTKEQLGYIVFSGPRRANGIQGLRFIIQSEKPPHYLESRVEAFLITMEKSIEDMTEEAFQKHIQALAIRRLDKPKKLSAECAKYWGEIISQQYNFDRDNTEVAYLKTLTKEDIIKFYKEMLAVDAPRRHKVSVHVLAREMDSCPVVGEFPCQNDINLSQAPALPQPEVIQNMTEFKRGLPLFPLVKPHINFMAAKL
HCV NS3 hel inh: HCV NS3 helicase inhibition. NS3 helicase DNA unwinding, Cy5 molecular beacon fluorescence. inhibition, % at 10.9 µM. 0.56% of 290,000 active;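 active = inhibition above the mean of all tested compounds plus 3 SD, set per campaign, cut at about 35% in these data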;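 also: 0% = DMSO wells and 100% = thioflavine S control wells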
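Measured by: Cy5 fluorescence, 0 and 60 min reads / Assay system: NS3 helicase fragment of HCV / Control set: low DMSO, high thioflavine S at 110 µM / Times: 1 h reaction at 25 °C, ATP-initiated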
SUMO HTRF inh: inhibitors of human SUMOylation (UBC9); P63279; HTRF SUMOylation assay, SAE1/SAE2 + UBC9, in vitro; inhibition, % at 35 µM; 0.36% of 290,000 active; AID 2006; in the data active = inhibition above about 50%, passing the limit was not always enough; also: strong numbers were not always called active
GalR3 antag: human GalR3 antagonism | HEK293 GalR3-CNG cAMP membrane potential fluorescence; galR3 body fused to GalR1 C-terminus | inhibition, % at 3 µM | 0.44% of 360,000 active | AID 651719;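 active = inhibition above the screen-wide average plus 3 SD, cut at about 13% in these data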;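 also: forskolin and galanin both at EC90 stimulate the cells; cAMP rise reported by CNG channel membrane potential dye signal; 0% = forskolin plus galanin with DMSO and 100% = forskolin alone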
IDE act: activators of human insulin-degrading enzyme in cells | P14735 | HEK cells, FAbeta-B cleavage, fluorescence polarization; 0% vehicle, 100% cell-free pure enzyme wells | activation, % at 5.96 µM | 0.073% of 340,000 active | AID 493087;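 active = activation above the mean of all tested compounds plus 3 SD, set per screening campaign, cut at about 17% in these data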
VIM-2 inhibitor: inhibitors of Pseudomonas aeruginosa VIM-2 metallo-beta-lactamase | 0.89% of 290,000 active | inhibition, % at 5.6 µM | purified VIM-2, nitrocefin hydrolysis, epi-absorbance fluorescence | AID 1527;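 active = inhibition above the mean of all tested compounds plus 3 SD, cutoff set per screening run, cut at about 7.5% in these data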;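 also: red hydrolysis product quenches plate fluorescence so inhibitors raise well fluorescence; 0% = enzyme with DMSO and 100% = DMSO without enzyme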
pCIP destab: compounds decreasing mouse p/CIP protein stability | Q05BA5 | F442A p/CIP-EGFP cells, EGFP fluorescence, 16 h | decrease of EGFP signal, % at 10 µM | 0.01% of 290,000 active;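 active = EGFP signal decrease of at least 30% at 10 µM or well 3 SD below plate mean, unless failing retest; inactive = the rest, including hits failing retest or dose response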; also: some compounds called inactive have numbers as strong as hits; many of its hits are not listed in these tables
CRFR2-BP antag: blocks CRF-induced signaling of the CRF-BP/CRF-R2 complex; HEK293 CRF-R2/CRF-BP, CRF-induced calcium fluorescence; inhibition, % at 11.8 µM; 0.59% of 350,000 active;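 active = inhibition of the ligand-induced calcium signal above about 50% at the single tested concentration, limit read from the data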
* = called active by the depositor; nt = not tested or not shown. Random draw from the library. About 3.2% of those tested had a hit in this group.

1. COc1ccc(S(=O)(=O)N(C)C)cc1NC(=O)COC(=O)Cn1cnc2ccccc2c1=O
2. COc1ccc(Cl)cc1N(CC(=O)Nc1ccccc1SC)S(C)(=O)=O
3. CC(C)c1ccc(-c2nc(N3CCCC3)nc3n[nH]c(N)c23)cc1
4. CC(C)N1C(=O)C(=O)N(CC(=O)N(C)c2ccccc2)C1=O
5. Cc1cccc(NC(=O)c2ccc(C(=O)c3ccccc3)cc2)n1
6. C=CCN1C(=O)C(Cc2cccc(C)c2)SC1=Nc1ccc(C(=O)O)cc1 (centres undefined)
7. COc1ccc(NC(=O)c2ccccc2-c2ccccc2)cc1
8. O=c1c2ccccc2nc(COc2ccccc2)n1/N=C/c1cn[nH]c1-c1ccccc1
Screen / compound no.,1,2,3,4,5,6,7,8
IMP-1 inhibitor,nt,-0.3,-2.3,nt,nt,-2.9,-2.1,-1.6
IDE inh,-1,-4,6,1,4,5,-2,2
HCV NS3 hel inh,nt,-1,5,nt,nt,15,-25,4
SUMO HTRF inh,nt,-10,21,nt,nt,-1,2,-24
GalR3 antag,-4,-2,-2,-3,-3,0,-4,1
IDE act,-2,-4,6,5,-5,-7,9,-17
VIM-2 inhibitor,nt,1.0,-0.2,nt,nt,-6.5,-1.4,-2.9
pCIP destab,nt,-7,0,nt,nt,-7,-1,-8
CRFR2-BP antag,-1,6,-2,5,-7,32,-5,-4

9. COc1cccc(C2(C)NC(=O)N(CC(=O)Nc3ccc(N4CCOCC4)cc3)C2=O)c1 (centres undefined)
10. Cn1c(CCn2ccccc2=O)nc2cc(NC(=O)COc3ccccc3)ccc21
11. CC1CCC(NC(=O)CSc2ccc(S(=O)(=O)N(C)C)cn2)CC1 (centres undefined)
12. CC(Oc1ccc(F)cc1)C(=O)Nc1cc(C(F)(F)F)ccc1-n1cncn1 (centres undefined)
13. COc1ccc(C(=O)CC(=O)Nc2ccc([N+](=O)[O-])cc2)cc1
14. CC1=C(C(=O)Nc2ccccc2C(=O)NCCCN2CCN(C)CC2)SCCO1
15. O=C(CCc1n[nH]c(=O)[nH]c1=O)N1CCOCC1
16. CCOc1ccc2c(c1)C(=NNC(=O)c1ccncc1)c1cc(OCC)ccc1-2
Screen / compound no.,9,10,11,12,13,14,15,16
IMP-1 inhibitor,nt,-2.0,nt,nt,-0.6,-3.0,-5.0,-4.3
IDE inh,2,1,0,5,2,1,2,2
HCV NS3 hel inh,nt,17,nt,nt,-7,0,0,-18
SUMO HTRF inh,nt,18,nt,nt,1,18,4,-12
GalR3 antag,3,-4,-6,-4,-10,0,0,-6
IDE act,0,-2,6,5,-1,6,0,2
VIM-2 inhibitor,nt,-2.3,nt,nt,-1.0,6.6,-0.7,-0.7
pCIP destab,nt,-3,nt,nt,-8,-10,-10,-5
CRFR2-BP antag,11,15,2,-3,4,0,3,-17

17. COc1ccc(C(=O)N2CC3(CC(c4ccc(Cl)cc4)=NO3)C[C@H]2C(=O)NCC(N)=O)cc1 (some centres undefined)
18. CCS(=O)(=O)C1=NSC2=NC(=O)/C(=C\c3ccc(OS(=O)(=O)c4ccccc4)c(OC)c3)C(=N)N21
19. COc1ccc(-c2nnc3n2-c2ccccc2SC3)cc1OC
20. O=C(CCC(=O)c1cccs1)NNC(=O)c1ccccc1Cl
21. COc1ccc(/C=C2\SC(=S)N(CCC(=O)NCCCN3CCOCC3)C2=O)cc1
22. COc1cccc(C(=O)Nc2c3c(nn2-c2cccc(C)c2C)CS(=O)C3)c1OC (centres undefined)
23. COc1ccc(OCCOc2ccc(S(=O)(=O)N3CCCC3)cc2[N+](=O)[O-])cc1
24. Nc1nn(-c2ccccc2)c2ccc([N+](=O)[O-])cc12
Screen / compound no.,17,18,19,20,21,22,23,24
IMP-1 inhibitor,-3.4,-2.6,-2.9,nt,-4.5,-2.0,nt,-2.2
IDE inh,5,4,4,-4,-4,2,-1,1
HCV NS3 hel inh,5,-32,14,nt,-68,0,nt,9
SUMO HTRF inh,-3,-2,9,nt,-4,11,nt,7
GalR3 antag,3,nt,-5,-7,4,-1,-2,-3
IDE act,2,-3,-3,5,-2,3,0,2
VIM-2 inhibitor,-4.8,-4.7,-1.0,nt,-1.8,-2.8,nt,-0.7
pCIP destab,-6,3,-16,nt,-2,-10,nt,-2
CRFR2-BP antag,2,3,34,-1,10,-33,-21,-34

25. CCn1c(C)nc2cc(C(=O)NNC(=S)NC(=O)c3ccccc3)ccc21
26. CSc1nc2nccc(-c3ccc(-c4ccccc4)cc3)n2n1
27. CN(C)S(=O)(=O)c1cccc(NC(=O)c2ccccc2OCc2ccc(F)cc2)c1
28. C=CCN(C(=O)COC(=O)c1cc[n+]([O-])cc1)c1nc(-c2ccccc2)cs1
29. Cc1cc2ncn(CCCCOc3ccccc3)c2cc1C
30. COc1cc(C2C(C#N)=C(N)Oc3n[nH]c(-c4cccnc4)c32)ccc1OCC(N)=O (centres undefined)
31. CCOc1ccc(N(CC(=O)NCc2ccc(OC)cc2)S(=O)(=O)c2c(C)noc2C)cc1
32. Cc1ccc(OCCNC(=O)CNC(=O)c2ccc(C)cc2)cc1
Screen / compound no.,25,26,27,28,29,30,31,32
IMP-1 inhibitor,1.3,-3.1,-1.7,nt,-0.1,-1.3,-1.0,0.6
IDE inh,0,-3,2,35*,5,3,3,-2
HCV NS3 hel inh,5,0,-22,nt,-20,6,-8,6
SUMO HTRF inh,-1,16,-31,nt,12,14,16,-5
GalR3 antag,5,-6,0,-3,-8,-4,-1,-3
IDE act,2,-1,3,-26,-1,2,5,-9
VIM-2 inhibitor,0.1,-1.9,0.2,nt,-3.6,-1.6,-4.7,-2.3
pCIP destab,2,1,11,nt,-3,-9,-11,15
CRFR2-BP antag,-7,5,-31,1,-33,-7,-18,3

33. CCn1ccnc1CN(C)C(=O)CCc1nnc(CCC2CCCCC2)o1
34. CCN(CC)S(=O)(=O)c1ccc2oc(Nc3ccc4c(c3)OCCO4)nc2c1
35. CCN(C(=O)c1ccc(NC(C)=O)cc1)c1ccccc1C
36. CN(CC(=O)Nc1cccc(Cl)c1)S(=O)(=O)c1ccc2c(c1)n(C)c(=O)c(=O)n2C
37. CCOCCCN(C(=O)c1snc(C(N)=O)c1N)C(C(=O)NC(C)(C)C)c1ccc(Cl)cc1 (centres undefined)
38. COc1ccc2[nH]c(C(=O)Nc3ccc(C)c(F)c3)cc2c1
39. CCCCCCCCCCCCC/C=C/[C@@H](O)[C@@H](N)CO
40. Fc1ccccc1CSc1nnc(Cn2cnc3ccccc32)n1-c1ccccc1
Screen / compound no.,33,34,35,36,37,38,39,40
IMP-1 inhibitor,-2.4,1.2,-0.3,-1.2,-3.5,-0.3,nt,-1.6
IDE inh,-11,-5,3,4,2,4,-3,0
HCV NS3 hel inh,-4,-7,0,-1,-4,0,nt,-3
SUMO HTRF inh,-4,-3,-3,14,-6,7,nt,-9
GalR3 antag,-2,-2,6,-7,-3,-7,-3,-7
IDE act,4,0,-1,5,0,-3,-6,1
VIM-2 inhibitor,-1.2,0.0,-1.0,-5.3,-2.6,2.1,nt,-0.1
pCIP destab,5,-9,-1,-4,7,-1,nt,-8
CRFR2-BP antag,12,2,5,2,-15,2,-14,-16

Three entries from above, set out differently.
cpd	molecule	IMP-1 inhibitor	IDE inh	HCV NS3 hel inh	SUMO HTRF inh	GalR3 antag	IDE act	VIM-2 inhibitor	pCIP destab	CRFR2-BP antag
37	CCOCCCN(C(=O)c1snc(C(N)=O)c1N)C(C(=O)NC(C)(C)C)c1ccc(Cl)cc1 (centres undefined)	-3.5	2	-4	-6	-3	0	-2.6	7	-15
35	CCN(C(=O)c1ccc(NC(C)=O)cc1)c1ccccc1C	-0.3	3	0	-3	6	-1	-1.0	-1	5
33	CCn1ccnc1CN(C)C(=O)CCc1nnc(CCC2CCCCC2)o1	-2.4	-11	-4	-4	-2	4	-1.2	5	12

Additional compounds:
41. CCOc1ccc(OC(=O)c2cccc(S(=O)(=O)N3CCN(C)CC3)c2)cc1
42. CC(=O)OCC(=O)C1CCC2C3CC=C4CC(O)CCC4(C)C3CCC12C (centres undefined)
43. CCCCCCOC1(c2ccccc2)OC(=O)c2ccccc21 (centres undefined)
44. CCOc1ccc(CCNC(=O)c2nnn(CC(=O)Nc3ccc(C)cc3)c2N)cc1OCC
45. Cc1cccc(Cn2c(NCCO)nc3c2c(=O)n(C)c(=O)n3C)c1
46. Cn1c(=O)[nH]c(=O)c2c1nc(CN1CCN(Cc3ccccc3)CC1)n2CC(N)=O
47. Cc1ccc(N2C(=O)N3[C@H](c4ccc(F)cc4)[C@@H]4C(=O)N(C5CCCCC5)C(=O)[C@@H]4[C@]3(C)C2=O)cc1
48. O=C(NCCNc1ccc([N+](=O)[O-])cc1C(F)(F)F)c1ccccc1
49. O=S(=O)(Nc1ccccc1F)c1cccc(NC(=S)NCCN2CCOCC2)c1
50. COc1ccc(Cl)c2sc(NC(=O)C3=COCCO3)nc12
51. CCCCNC(=S)N(Cc1ccco1)Cc1cc2cc3c(cc2[nH]c1=O)OCCO3
Screen / compound no.,41,42,43,44,45,46,47,48,49,50,51
IMP-1 inhibitor,nt,nt,-1.8,0.2,-1.8,0.4,-0.2,-0.9,nt,nt,-1.6
IDE inh,2,-1,3,2,-2,-4,-2,1,-2,4,8
HCV NS3 hel inh,nt,nt,-2,-8,1,-7,-35,1,nt,nt,-13
SUMO HTRF inh,nt,nt,-3,-1,-14,4,-1,-8,nt,nt,-13
GalR3 antag,-5,0,nt,nt,-5,2,nt,-2,-4,-3,-2
IDE act,1,8,7,1,1,2,-2,4,-11,0,0
VIM-2 inhibitor,nt,nt,-1.7,-0.1,-0.8,2.2,2.0,-2.4,nt,nt,-4.5
pCIP destab,nt,nt,-9,-10,-37,-6,18,-12,nt,nt,1
CRFR2-BP antag,-2,10,-7,0,-1,-3,-2,7,15,-7,-7

Structures above marked active in IDE inh.
28. C=CCN(C(=O)COC(=O)c1cc[n+]([O-])cc1)c1nc(-c2ccccc2)cs1
Screen / compound no.,28
IMP-1 inhibitor,nt
IDE inh,35*
HCV NS3 hel inh,nt
SUMO HTRF inh,nt
GalR3 antag,-3
IDE act,-26
VIM-2 inhibitor,nt
pCIP destab,nt
CRFR2-BP antag,1
